# Assay outcomes as filed in PubChem BioAssay.
# TcdB inh – inhibitors of Clostridioides difficile toxin B glycohydrolase | AID 652162 | P18177 | hit rate 0.24% among 350,000 | TcdB glycohydrolase enzymatic assay, plate reader | inhibition, % at 9.99 µM; in the data active means inhibition above about 10%
# Target sequence (P18177 whole entry, looked up): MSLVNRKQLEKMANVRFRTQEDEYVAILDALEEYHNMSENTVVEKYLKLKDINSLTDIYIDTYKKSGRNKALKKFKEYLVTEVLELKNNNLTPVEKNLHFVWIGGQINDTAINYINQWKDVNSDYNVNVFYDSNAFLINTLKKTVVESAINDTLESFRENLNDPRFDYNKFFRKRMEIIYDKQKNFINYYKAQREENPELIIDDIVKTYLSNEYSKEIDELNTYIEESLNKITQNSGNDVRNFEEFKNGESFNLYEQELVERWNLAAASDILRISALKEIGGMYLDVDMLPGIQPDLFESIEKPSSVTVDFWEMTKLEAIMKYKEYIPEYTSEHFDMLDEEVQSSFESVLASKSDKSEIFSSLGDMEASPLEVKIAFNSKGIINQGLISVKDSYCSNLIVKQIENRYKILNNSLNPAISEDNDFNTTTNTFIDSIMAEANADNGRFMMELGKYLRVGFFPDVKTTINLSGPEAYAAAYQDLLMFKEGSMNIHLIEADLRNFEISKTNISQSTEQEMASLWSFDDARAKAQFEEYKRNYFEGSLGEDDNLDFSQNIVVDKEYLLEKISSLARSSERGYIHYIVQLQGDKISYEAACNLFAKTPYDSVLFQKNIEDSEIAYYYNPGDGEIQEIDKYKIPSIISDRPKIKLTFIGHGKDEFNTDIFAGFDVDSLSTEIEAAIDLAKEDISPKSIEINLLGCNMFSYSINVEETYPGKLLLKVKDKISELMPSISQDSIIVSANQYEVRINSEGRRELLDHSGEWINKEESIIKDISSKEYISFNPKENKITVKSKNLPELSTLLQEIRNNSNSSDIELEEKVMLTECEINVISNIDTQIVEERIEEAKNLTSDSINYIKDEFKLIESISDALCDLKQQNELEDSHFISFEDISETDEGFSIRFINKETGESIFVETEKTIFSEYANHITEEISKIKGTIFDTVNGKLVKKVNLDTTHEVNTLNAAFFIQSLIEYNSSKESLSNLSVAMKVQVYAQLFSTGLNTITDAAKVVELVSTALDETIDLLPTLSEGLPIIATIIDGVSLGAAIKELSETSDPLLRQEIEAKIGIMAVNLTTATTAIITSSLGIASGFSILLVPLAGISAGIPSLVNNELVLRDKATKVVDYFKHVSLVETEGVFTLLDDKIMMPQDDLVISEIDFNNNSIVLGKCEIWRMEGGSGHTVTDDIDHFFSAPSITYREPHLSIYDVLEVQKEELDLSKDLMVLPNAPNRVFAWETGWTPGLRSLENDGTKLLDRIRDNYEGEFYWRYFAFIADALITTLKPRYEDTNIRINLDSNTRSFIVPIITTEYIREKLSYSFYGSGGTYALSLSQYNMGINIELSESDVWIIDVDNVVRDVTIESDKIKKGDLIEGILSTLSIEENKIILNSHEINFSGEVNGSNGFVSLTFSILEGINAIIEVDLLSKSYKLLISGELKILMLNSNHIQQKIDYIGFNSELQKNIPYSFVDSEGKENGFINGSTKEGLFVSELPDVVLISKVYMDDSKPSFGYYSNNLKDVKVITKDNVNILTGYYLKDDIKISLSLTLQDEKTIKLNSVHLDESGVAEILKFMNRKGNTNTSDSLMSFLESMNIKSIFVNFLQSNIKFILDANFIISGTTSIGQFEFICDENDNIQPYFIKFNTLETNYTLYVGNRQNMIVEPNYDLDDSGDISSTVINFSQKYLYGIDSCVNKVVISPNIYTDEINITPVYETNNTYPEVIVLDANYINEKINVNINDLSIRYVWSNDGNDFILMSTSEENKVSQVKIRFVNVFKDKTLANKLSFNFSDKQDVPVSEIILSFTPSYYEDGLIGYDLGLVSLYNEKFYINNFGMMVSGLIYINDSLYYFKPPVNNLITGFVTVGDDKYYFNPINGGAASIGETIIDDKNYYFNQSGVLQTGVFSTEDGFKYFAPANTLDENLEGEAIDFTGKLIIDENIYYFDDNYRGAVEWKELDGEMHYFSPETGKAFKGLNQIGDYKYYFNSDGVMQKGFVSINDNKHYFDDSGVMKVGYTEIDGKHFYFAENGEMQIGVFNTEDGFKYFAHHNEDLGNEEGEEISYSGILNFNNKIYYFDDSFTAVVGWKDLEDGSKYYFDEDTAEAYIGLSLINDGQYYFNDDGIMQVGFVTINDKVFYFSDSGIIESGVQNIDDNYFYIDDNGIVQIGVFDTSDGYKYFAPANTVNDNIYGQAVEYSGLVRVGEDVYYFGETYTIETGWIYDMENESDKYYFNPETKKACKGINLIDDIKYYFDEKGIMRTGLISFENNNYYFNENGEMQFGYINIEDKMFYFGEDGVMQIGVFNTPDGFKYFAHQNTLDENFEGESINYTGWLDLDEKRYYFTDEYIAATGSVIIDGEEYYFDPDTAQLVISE
# An asterisk follows results filed as active; & = joins results of further samples. These rows are one share of the data. The share of hits here may be higher or lower than overall.
no.	compound	TcdB inh
1	O=S(=O)(Cc1ccccc1)N1CCCCN2[C@@H](CO)[C@H](c3ccc(-c4ccccc4)cc3)[C@@H]2C1	-1.2
2	CCCNC(=O)[C@@H]1[C@@H](CO)[C@@H]2Cn3c(ccc(-c4cccc(F)c4)c3=O)[C@H]1N2C(=O)c1ccccn1	0.9
3	C[C@@H]1CCCCO[C@@H](CN(C)C(=O)NC2CCCCC2)[C@H](C)CN([C@@H](C)CO)C(=O)c2cc(NC(=O)Cc3ccccc3)ccc2O1	0.0
4	COc1ccc(NC(=O)Nc2ccc3c(c2)C(=O)N([C@H](C)CO)C[C@@H](C)[C@@H](CN(C)Cc2ccc4c(c2)OCO4)OCCCC[C@@H](C)O3)cc1	1.8
5	C[C@H](CO)N1C[C@H](C)[C@H](CN(C)Cc2ccc(-c3ccccc3)cc2)Oc2ccc(NC(=O)CCCN(C)C)cc2C1=O	0.9
6	C[C@@H]1CN([C@H](C)CO)C(=O)c2cc(C#CC3CC3)cnc2O[C@H]1CN(C)C(=O)Nc1ccc(F)cc1	-1.7
7	CCNC(=O)[C@H]1[C@H](CO)[C@H]2Cn3c(ccc(C4=CCCCC4)c3=O)[C@H]2N1C(=O)CC1CC1	0.0
8	C[C@@H]1CN([C@@H](C)CO)C(=O)Cc2cc(NC(=O)CCN3CCOCC3)ccc2O[C@@H]1CN(C)C(=O)Nc1ccc(C(F)(F)F)cc1	1.5
9	Cc1ccccc1-c1ccc([C@H]2[C@H](CO)N3C(=O)CN(C(=O)Nc4cccc(F)c4)C[C@@H]23)cc1	0.5
10	Cn1cnc(S(=O)(=O)N[C@H]2C=C[C@H](CC(=O)NCC3CCCCC3)O[C@H]2CO)c1	0.0
11	COc1ccc(NC(=O)N(C)C[C@H]2Oc3ccc(NC(=O)CCCN(C)C)cc3C(=O)N([C@H](C)CO)C[C@H]2C)cc1	1.4
12	Cc1ccc(S(=O)(=O)N(C)C[C@H]2Oc3c(NC(=O)CCCCCC(=O)Nc4ccccc4N)cccc3C(=O)N([C@@H](C)CO)C[C@H]2C)cc1	-1.7
13	O=S(=O)(c1ccccc1)N1CC[C@@H]2[C@H]1c1cc(C#CC3CCCCC3)ccc1N[C@@H]2CO	0.6
14	CO[C@H]1CN(C)C(=O)c2ccc(NC(=O)c3ccccc3F)cc2OC[C@H](C)N(C(=O)c2ccccc2F)C[C@H]1C	0.1
15	COc1ccccc1CNC(=O)C[C@H]1CC[C@@H]2[C@H](COC[C@@H](O)CN2Cc2ccccc2)O1	0.6
16	O=C(c1ccc(F)cc1)N1C[C@@H]2N[C@H](C1)C2c1ccc(-c2ccc(F)cc2)cc1 (some centres not stated)	0.7&-0.2
17	CCC(=O)N[C@@H]1CC[C@H](CC(=O)NCCN2CCCCC2)O[C@@H]1CO	0.0
18	COc1ccc(NC(=O)Nc2ccc3c(c2)C(=O)N([C@H](C)CO)C[C@H](C)[C@@H](CN(C)Cc2ccc(Cl)c(Cl)c2)OCCCC[C@H](C)O3)cc1	0.7
19	Cc1noc(C)c1NC(=O)Nc1cccc2c1O[C@H](CN(C)C)[C@H](C)CN([C@H](C)CO)C2=O	-0.7
20	C[C@@H]1CCCCO[C@H](CN(C)Cc2ccccc2)[C@H](C)CN([C@@H](C)CO)C(=O)c2cc(NS(=O)(=O)c3ccc(F)cc3)ccc2O1	2.1
21	C[C@@H]1CCCCO[C@@H](CN(C)S(=O)(=O)c2cccs2)[C@H](C)CN([C@@H](C)CO)C(=O)c2cc(NC(=O)CCCN(C)C)ccc2O1	0.0
22	C[C@H]1CCCCO[C@H](CN(C)C(=O)Nc2ccc3c(c2)OCO3)[C@@H](C)CN([C@@H](C)CO)C(=O)c2cc(NC(=O)c3ccccc3)ccc2O1	0.4
23	COC(=O)[C@H]1[C@H](CO)[C@H]2Cn3c(cccc3=O)[C@H]2N1C(=O)C1CC1	-1.4
24	CNC[C@@H]1OCCCC[C@H](C)Oc2ccc(NS(C)(=O)=O)cc2C(=O)N([C@@H](C)CO)C[C@H]1C	0.6
25	C[C@@H]1CN([C@H](C)CO)C(=O)Cc2cc(NC(=O)Nc3ccc(F)cc3)ccc2O[C@H]1CN(C)Cc1ccc2c(c1)OCO2	0.7
26	CC(C)C#Cc1ccc2c(c1)O[C@@H](CN(C)C(=O)C1CC1)[C@H](C)CN([C@H](C)CO)S2(=O)=O	0.6
27	CC(C)=CCN(C(=O)C#Cc1ccccc1)[C@H](CO)c1ccccc1	-0.5
28	CS(=O)(=O)Nc1ccc2c(c1)[C@@H]1C[C@@H](CC(=O)NCc3ccccc3)O[C@H](CO)[C@@H]1O2	-1.3
29	COc1ccccc1-c1ccccc1[C@@H]1[C@@H](C#N)N(C(=O)CN(C)C)[C@@H]1CO	0.0
30	C[C@@H]1CN([C@H](C)CO)C(=O)c2cc(NS(=O)(=O)c3cn(C)cn3)ccc2O[C@@H](C)CCCCO[C@@H]1CN(C)C(=O)CCCN(C)C	-0.2

# New compounds follow
cpd	smiles	TcdB inh
31	C[C@@H]1CN([C@@H](C)CO)C(=O)Cc2cc(NC(=O)C3CCCCC3)ccc2O[C@@H]1CN(C)Cc1ccc(-c2ccccc2)cc1	-0.5
32	C[C@H]1CN([C@@H](C)CO)C(=O)c2cccc(NS(=O)(=O)c3ccccc3)c2O[C@@H]1CN(C)C(=O)Nc1cccc2ccccc12	-0.3
33	Cn1cnc(CCNC(=O)C[C@@H]2CC[C@H]3[C@@H](COC[C@H](O)CN3C(=O)C3CC3)O2)c1	-0.5
34	C[C@H]1CN([C@@H](C)CO)C(=O)Cc2cc(NS(C)(=O)=O)ccc2O[C@H]1CN(C)S(=O)(=O)c1ccccc1	0.1
35	C[C@H](CO)N1C[C@H](C)[C@@H](CN(C)C(=O)CC2CC2)Oc2ncc(C#CC3CC3)cc2C1=O	0.1
36	C/C=C/c1ccc([C@@H]2[C@H](CN(C)S(C)(=O)=O)N[C@@H]2CO)cc1	0.5
37	COc1cccc(CNC(=O)C[C@H]2CC[C@@H](NC(C)=O)[C@@H](CO)O2)c1	-0.3
38	C[C@H]1CCCCO[C@H](CN(C)C)[C@@H](C)CN([C@@H](C)CO)C(=O)c2cc(NC(=O)c3ccncc3)ccc2O1	0.6
39	CNC[C@H]1OCCCC[C@H](C)Oc2ccc(NC(=O)Nc3ccc4c(c3)OCO4)cc2C(=O)N([C@H](C)CO)C[C@H]1C	-1.9
40	COc1ccc(S(=O)(=O)Nc2ccc3c(c2)C(=O)N([C@@H](C)CO)C[C@H](C)[C@@H](CN(C)C(=O)C2CCCCC2)OCCCC[C@H](C)O3)cc1	0.8
41	COc1ccccc1CNC(=O)C[C@H]1C[C@H]2c3cc(NC(=O)Cc4ccncc4)ccc3O[C@H]2[C@H](CO)O1	0.2
42	C[C@@H]1CN([C@H](C)CO)S(=O)(=O)c2ccc(-c3cccc(F)c3)cc2O[C@@H]1CN(C)CC1CC1	-0.1
43	C[C@H](CO)N1C[C@H](C)[C@@H](CN(C)Cc2cccc(F)c2)Oc2ncc(C3=CCCCC3)cc2C1=O	-0.1
44	COCCN1C(=O)CSCC1(C)C(=O)NC(C)C (configuration not stated)	2.0
45	CC(=O)N[C@@H]1CC[C@H](CC(=O)NCc2ccc(Cl)cc2)O[C@@H]1CO	0.1

# Structural class, those above with a Cl atom (2)
cpd	smiles	TcdB inh
18	COc1ccc(NC(=O)Nc2ccc3c(c2)C(=O)N([C@H](C)CO)C[C@H](C)[C@@H](CN(C)Cc2ccc(Cl)c(Cl)c2)OCCCC[C@H](C)O3)cc1	0.7
45	CC(=O)N[C@@H]1CC[C@H](CC(=O)NCc2ccc(Cl)cc2)O[C@@H]1CO	0.1

# The main list resumes, repeating the 5 entries before the break.
cpd	smiles	TcdB inh
41	COc1ccccc1CNC(=O)C[C@H]1C[C@H]2c3cc(NC(=O)Cc4ccncc4)ccc3O[C@H]2[C@H](CO)O1	0.2
42	C[C@@H]1CN([C@H](C)CO)S(=O)(=O)c2ccc(-c3cccc(F)c3)cc2O[C@@H]1CN(C)CC1CC1	-0.1
43	C[C@H](CO)N1C[C@H](C)[C@@H](CN(C)Cc2cccc(F)c2)Oc2ncc(C3=CCCCC3)cc2C1=O	-0.1
44	COCCN1C(=O)CSCC1(C)C(=O)NC(C)C (configuration not stated)	2.0
45	CC(=O)N[C@@H]1CC[C@H](CC(=O)NCc2ccc(Cl)cc2)O[C@@H]1CO	0.1
46	COc1ccc(CN(C)C[C@@H]2OCCCC[C@H](C)Oc3ccc(NC(=O)Nc4ccc(F)cc4)cc3C(=O)N([C@H](C)CO)C[C@@H]2C)cc1	1.1
47	Cc1cccc(S(=O)(=O)N2CCCCN3[C@H](CO)[C@H](c4ccc(C#CC(C)C)cc4)[C@H]3C2)c1	-2.6
48	C[C@H](CO)N1C[C@H](C)[C@@H](CN(C)S(C)(=O)=O)Oc2ccc(NC(=O)CCCCCC(=O)Nc3ccccc3N)cc2C1=O	-0.3
49	CCNC(=O)[C@@H]1[C@@H](CO)[C@@H]2Cn3c(ccc(-c4ccc(F)cc4)c3=O)[C@H]1N2C	-7.3
50	CC(=O)C1=C(C)N(Cc2ccc(Br)cc2)C(=S)NC1c1ccc(F)cc1 (configuration not stated)	1.0
51	CC(C)NC(=O)Nc1cccc2c1O[C@@H](CN(C)Cc1ccc(C(=O)O)cc1)[C@@H](C)CN([C@H](C)CO)C2=O	-0.9
52	C[C@H](CO)N1C[C@H](C)[C@H](CN(C)Cc2ccc(Oc3ccccc3)cc2)Oc2ccc(NC(=O)CCCN(C)C)cc2C1=O	1.5
53	O=S(=O)(c1ccccc1F)N1CC[C@@H]2[C@@H](CO)Nc3ccc(-c4cccc(F)c4)cc3[C@@H]21	-1.7
54	COC1=CC(=O)OC(c2ccccc2C(F)(F)F)C1 (configuration not stated)	-0.4
55	C[C@@H]1CCCCO[C@H](CN(C)CC2CCCCC2)[C@H](C)CN([C@@H](C)CO)C(=O)c2cc(NS(=O)(=O)c3cn(C)cn3)ccc2O1	-0.1
56	O=C(c1cccnc1)N1CC(=O)N2[C@H](CO)[C@@H](c3ccc(/C=C/c4ccccc4)cc3)[C@H]2C1	-1.9
57	Cc1ccc(S(=O)(=O)Nc2cccc3c2O[C@H](CN(C)Cc2ccc(C(F)(F)F)cc2)[C@@H](C)CN([C@@H](C)CO)C3=O)cc1	0.0
58	CCC(=O)N1[C@H](CO)[C@@H](c2ccccc2)[C@@H]1CNC(=O)CN1CCOCC1	1.3
59	CO[C@@H]1CN(C)C(=O)c2ccc(NC(=O)C3CCOCC3)cc2OC[C@@H](C)N(Cc2cccnc2)C[C@H]1C	0.7
60	CCC(=O)Nc1ccc2c(c1)C(=O)N(C)C[C@H](OC)[C@@H](C)CN[C@@H](C)CO2	-0.3

# Quoted at random: three entries already listed
cpd	smiles	TcdB inh
55	C[C@@H]1CCCCO[C@H](CN(C)CC2CCCCC2)[C@H](C)CN([C@@H](C)CO)C(=O)c2cc(NS(=O)(=O)c3cn(C)cn3)ccc2O1	-0.1
36	C/C=C/c1ccc([C@@H]2[C@H](CN(C)S(C)(=O)=O)N[C@@H]2CO)cc1	0.5
29	COc1ccccc1-c1ccccc1[C@@H]1[C@@H](C#N)N(C(=O)CN(C)C)[C@@H]1CO	0.0

# The list continues:
cpd	smiles	TcdB inh
61	O=C(NC1CCCC1)C(C1CC1)n1c(C2CC2)nc2ccccc21 (configuration not stated)	1.4
62	O=C(C[C@H]1CC[C@@H]2[C@H](COC[C@@H](O)CN2Cc2ccncc2)O1)NCc1ccccc1Cl	-0.4
63	CCCNC(=O)[C@@H]1[C@@H](CO)[C@@H]2Cn3c(cccc3=O)[C@H]1N2C(=O)C1CCCC1	0.2
64	CCCNC(=O)N(C)C[C@@H]1Oc2ncc(C#CCc3ccccc3)cc2C(=O)N([C@@H](C)CO)C[C@H]1C	-0.6
65	CNC(=O)C[C@@H]1CC[C@H]2[C@@H](COc3ccc(NC(=O)Nc4ccc(F)c(F)c4)cc3C(=O)N2C)O1	-8.3
66	CCC(=O)N1CC(=O)N2[C@H](C1)[C@@H](c1ccc(C#CCc3ccccc3)cc1)[C@@H]2CO	-3.1
67	C[C@@H]1CN([C@H](C)CO)C(=O)c2cccc(NC(=O)NC3CCCCC3)c2O[C@@H]1CN(C)S(=O)(=O)c1ccc(Cl)cc1	0.0
68	COc1ccc(-c2ccc([C@@H]3[C@H]4CN(CC5CCOCC5)CCCCN4[C@H]3CO)cc2)cc1	0.7
69	COc1ccccc1CNC(=O)C[C@@H]1C[C@@H]2c3cc(NC(=O)C4CCC4)ccc3O[C@@H]2[C@H](CO)O1	-4.6
70	COc1ccc(NC(=O)Nc2cccc3c2O[C@H](CN(C)Cc2ccc4c(c2)OCO4)[C@H](C)CN([C@@H](C)CO)C3=O)cc1	-5.8
71	COC(=O)C[C@H]1CC[C@@H]2[C@H](COc3ccc(NC(=O)c4cc(C)on4)cc3C(=O)N2C)O1	-0.2
72	C[C@@H]1CCCCO[C@@H](CN(C)Cc2ccncc2)[C@@H](C)CN([C@@H](C)CO)C(=O)c2cc(NC(=O)c3ccncc3)ccc2O1	-0.1
73	CN1C[C@H]2[C@@H](c3ccccc31)[C@H](CO)N2C(=O)CN1CCOCC1	-3.5
74	C=CCCC1CN(Cc2ccc(OC)cc2)S(=O)(=O)c2c(NCc3cc(OC)c(OC)c(OC)c3)cccc2O1 (configuration not stated)	-0.7
75	COCC(=O)N(C)C[C@@H]1[C@@H](c2ccc(-c3cccnc3)cc2)[C@H](CO)N1C(C)=O	-1.3
76	COC(=O)C[C@H]1CC[C@@H]2[C@H](COc3ccc(NS(=O)(=O)c4ccc(F)cc4)cc3C(=O)N2C)O1	-0.1
77	CC(C)NC(=O)Nc1cccc2c1O[C@H](CN(C)S(=O)(=O)c1ccccc1)[C@H](C)CN([C@@H](C)CO)C2=O	1.1
78	C[C@H]1CN([C@@H](C)CO)C(=O)Cc2cc(NS(=O)(=O)c3ccc(Cl)cc3)ccc2O[C@H]1CN(C)Cc1ccc(Cl)c(Cl)c1	-2.0
79	COc1ccccc1NC(=O)N[C@H]1CC[C@@H](CC(=O)N[C@H](C)c2ccccc2)O[C@@H]1CO	-0.5
80	COc1ccc(S(=O)(=O)N(C)C[C@@H]2Oc3c(NC(=O)C4CC4)cccc3C(=O)N([C@@H](C)CO)C[C@H]2C)cc1	-0.3
81	C[C@@H]1CN([C@@H](C)CO)C(=O)Cc2cc(NC(=O)CCC(F)(F)F)ccc2O[C@H]1CN(C)C(=O)Nc1ccccc1	1.0
82	CS(=O)(=O)N1[C@H](CO)[C@@H](c2ccc(C#CC3CC3)cc2)[C@@H]1C#N	0.5
